# TRb SRC2 PPI = TRbeta-SRC2 interaction inhibition. AID 1469. actives 0.065% (n = 280,000). TRbeta-SRC2 peptide binding, fluorescence polarization; receptor liganded with 1 µM T3. Potency, µM (top dose mostly 106 µM), for the others: at the top dose activity change, negative = inhibition, most hits filed as inhibitors;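 also: plate controls were bound peptide for no effect and peptide without receptor for full effect; nearly all actives have a fitted effect of over 50% in size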
# Target sequence (P10828 whole entry, looked up): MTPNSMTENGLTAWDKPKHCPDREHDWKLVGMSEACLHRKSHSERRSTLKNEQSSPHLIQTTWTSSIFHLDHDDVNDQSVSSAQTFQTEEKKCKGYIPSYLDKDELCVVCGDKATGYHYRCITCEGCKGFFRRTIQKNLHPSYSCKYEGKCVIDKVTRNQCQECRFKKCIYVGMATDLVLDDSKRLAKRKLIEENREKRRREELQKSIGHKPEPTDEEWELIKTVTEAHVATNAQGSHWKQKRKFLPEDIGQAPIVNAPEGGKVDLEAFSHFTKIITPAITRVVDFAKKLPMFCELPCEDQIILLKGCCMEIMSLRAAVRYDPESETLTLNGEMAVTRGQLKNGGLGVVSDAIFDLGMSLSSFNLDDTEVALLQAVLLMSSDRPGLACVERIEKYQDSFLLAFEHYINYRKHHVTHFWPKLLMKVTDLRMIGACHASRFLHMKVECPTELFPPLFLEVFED
#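 A fluorescence polarization screen tested compounds at multiple concentrations against complex formation between 0.6 uM TRb ligand-binding domain and 20 nM Texas Red SRC2 peptide, with 1 uM T3 present; readout after 5 hr.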
# TR SRC2 fluor cs = Texas Red fluorescence interference in TRb-SRC2 counter-screen; TRb/SRC2 Texas Red total fluorescence interference; Potency, µM (titrated, usually from 106 µM), for the others: at the top dose fluorescence change, negative = quenching; actives 0.29% (n = 280,000); active = well fitted curve in either direction with a large enough effect; inconclusive = small, poorly fitted or top-dose-only effect
#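 Human TRb ligand-binding domain at 0.6 uM with 20 nM Texas Red SRC2 peptide in Tris buffer containing 1 uM T3 and 5% DMSO, incubated with compound 5 h at ambient temperature. Total fluorescence (555/632 nm) calculated as parallel + 2 × perpendicular.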
# Tau fluor counter = counter-screen for tau fibril formation inhibitors | actives 0.93% (n = 280,000) | tau K18 P301L Alexa594 fluorescence, heparin fibrillization | Potency, µM (doses to about 57.7 µM), without a hit: at the top dose activity change, negative = decrease; also: nearly all actives have a fitted effect of over 55% in size
#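 Human tau K18 P301L (15 uM unlabeled, 0.24 uM Alexa 594-labeled) in 100 mM sodium acetate pH 7 with 20 uM heparin, 6 hr at 37 C. ThT 30 uM added, 1 hr ambient; Alexa 594 FP and total fluorescence read at 555/632 nm.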
# L3MBTL1 block = inhibitors of human L3MBTL1. AID 485360. AlphaScreen L3MBTL1–H3K9me1 peptide binding. Q9Y468. actives 0.66% (n = 230,000). Potency, µM (top dose mostly 57.1 µM), for inactives: at the highest dose activity, negative = inhibition, actives largely listed as inhibitors; also: nearly all actives have a fitted effect of over 60% in size
#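 L3MBTL1 (50 nM) pre-complexed 30 min with biotinylated H3(1-15)K9me1 peptide (75 nM), then compounds added for 30 min at room temperature; AlphaScreen streptavidin donor/nickel chelate acceptor beads (10 ug/mL final) read after 30 min dark incubation.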
# ALDH1A1 inh = ALDH1A1 (human) enzyme inhibition | P00352 | Purified ALDH1A1, NADH fluorescence, propionaldehyde substrate | Potency, µM (highest dose often 75.3 µM), without a hit: at the top dose activity, negative = inhibition, actives largely listed as inhibitors | actives 7.3% (n = 220,000); active = well fitted inhibition curve with a large enough effect, not every such curve was filed as active; inconclusive = small, poorly fitted or top-dose-only effect, or another doubt; inactive = no such curve, though single readings can be large or run the other way;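 also: plate controls were no enzyme wells and a reference inhibitor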
# Target sequence (P00352 whole entry, looked up): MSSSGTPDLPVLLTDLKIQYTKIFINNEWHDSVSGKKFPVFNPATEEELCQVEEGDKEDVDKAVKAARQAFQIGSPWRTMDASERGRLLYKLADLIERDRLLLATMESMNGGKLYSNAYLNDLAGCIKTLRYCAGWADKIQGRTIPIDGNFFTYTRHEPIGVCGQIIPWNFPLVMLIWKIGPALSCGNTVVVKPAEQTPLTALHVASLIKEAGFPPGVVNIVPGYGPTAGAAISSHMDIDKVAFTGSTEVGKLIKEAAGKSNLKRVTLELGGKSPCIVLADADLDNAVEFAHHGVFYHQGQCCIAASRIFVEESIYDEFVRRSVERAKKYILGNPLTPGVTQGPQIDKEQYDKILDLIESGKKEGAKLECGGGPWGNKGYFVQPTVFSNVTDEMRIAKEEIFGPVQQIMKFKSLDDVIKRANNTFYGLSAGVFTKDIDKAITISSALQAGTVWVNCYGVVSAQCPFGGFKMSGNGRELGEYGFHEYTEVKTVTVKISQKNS
# Tau FP inhib = blocks human tau fibril formation measured by polarization; P10636; K18 P301L tau heparin fibrillization, Alexa594 FP, 6 h; Potency, µM (series often up to 57.7 µM), for the others: at the highest dose activity, negative = inhibition, hits mostly inhibitors; actives 0.39% (n = 280,000); AID 1468; also: nearly all actives have a fitted effect of over 55% in size
# Target sequence (P10636 561-689 P618L limits assumed): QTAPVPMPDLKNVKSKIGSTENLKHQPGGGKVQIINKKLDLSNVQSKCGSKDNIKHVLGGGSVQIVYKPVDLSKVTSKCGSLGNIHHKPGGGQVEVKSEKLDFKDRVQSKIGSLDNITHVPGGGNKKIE
#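 K18 P301L tau (15 uM unlabeled/0.24 uM Alexa 594-labeled, final) + compound + heparin 20 uM final; 100 mM NaOAc pH 7; 6 hr 37 C; ThT 30 uM final added, 1 hr RT; FP ex 555/em 632 nm.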
# GLA spleen mod = inhibitors or activators of human alpha-galactosidase in spleen homogenate. P06280. human spleen homogenate, 4MU-alpha-Gal fluorescence, 40 min. Potency, µM (highest dose often 80 µM), for inactives: top-dose activity change, negative = inhibition, actives largely listed as inhibitors. actives 0.008% (n = 240,000). AID 2107;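 also: 0% = enzyme with vehicle and -100% = no enzyme basal signal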
#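 Human spleen homogenate (1 ug) as enzyme source, 4-methylumbelliferyl-alpha-D-galactopyranoside 1 mM final, citrate/phosphate pH 5.0 with 0.01% Tween-20. Compounds 40 min at 37C, NaOH/glycine stop; fluorescence Ex 365/Em 440, Hill-fit AC50.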
# Tau ThT inhib = tau fibrillization inhibition (ThT binding). Potency, µM (titrated, usually from 57.4 µM), inactives show at the highest dose activity, negative = inhibition, usual class: inhibitors. recombinant tau K18 P301L, heparin-induced fibrillization, ThT fluorescence. actives 2.1% (n = 270,000). P10636; also: nearly all actives have a fitted effect of over 55% in size
#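 ThT emission at 510 nm, taken 1 hr after adding 30 uM dye, quantifies aggregates formed when 20 uM heparin acts on human tau K18 P301L for 6 hr at 37 C.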
# * marks the source's active call; other numbers are inactive results; ? = inconclusive; · = not tested or not shown; [ ] = remark or other dose. Unless noted, calls follow the shape of the dose curve; as a rule, active = well fitted curve in the direction sought with a large enough effect; inconclusive = small, poorly fitted or top-dose-only effect, or another doubt; inactive = no such curve, though single readings can be large; an effect the other way counts as inactive or inconclusive. Unless noted, % is scaled to controls: 0 for no effect and ±100 for the full control effect; potency is read from the fitted curve at half-maximal effect.
# Values run as follows: TRb SRC2 PPI | TR SRC2 fluor cs | Tau fluor counter | L3MBTL1 block | ALDH1A1 inh | Tau FP inhib | GLA spleen mod | Tau ThT inhib
CCOc1cc(N2CCOCC2)c(OCC)cc1NC(=O)c1ccc(C)s1
  6% | -2% | 3% | -11% | ? | -1% | -1% | 2%
Cc1cc2c(C)nc(N/N=C/c3ccc(F)cc3)nc2o1
  -2% | 1% | -15% | -8% | -2% | 6% | -2% | ?
COc1cc(OC)c(N(C)S(=O)(=O)c2cccc(C(=O)OCC(=O)NCc3ccco3)c2)cc1Cl
  2% | -4% | -27% | · | -17% | 6% | -3% | -13%
Cc1ccsc1C1C2=C(CC(C)(C)CC2=O)Nc2ncnn21 (stereo unspecified)
  -8% | -2% | -4% | -7% | 11µM* | 2% | ? | -18%
COc1ccc(NC(=O)c2cccc(C#N)c2)cc1NS(=O)(=O)c1ccc(F)cc1
  -7% | 0% | -18% | 1% | ? | 1% | 11% | -6%
COc1ccc(CC(=O)NC(=S)Nc2ccc(S(=O)(=O)NC(C)(C)C)cc2)cc1
  -1% | 2% | -21% | -6% | ? | -9% | 2% | 2%
CCCN(CCC)CCCNC(=O)C1CCN(c2nc3ccc(CC)cc3s2)CC1
  5% | -1% | -18% | · | · | -2% | · | -17%
NC(=O)C1CCN(c2ccc(S(=O)(=O)N3CCCCC3)cn2)CC1
  1% | 3% | -1% | 10% | -2% | -5% | 2% | 0%
CCOC(=O)c1ncc2[nH]c3cccc(OC(C)C)c3c2c1C
  -1% | 0% | ? | · | -5% | 3% | 19% | -11%
N#Cc1ccc(/C=C/C(=O)c2ccccc2)cc1
  -6% | -2% | -11% | ? | 8.9µM* | -5% | -1% | ?
CC(C)Nc1nc(Cl)nc(NCCOc2ccccc2)n1
  0% | -4% | -7% | 10% | 4% | -3% | -4% | -6%
Cc1nn(-c2ccccc2)c2c1C(c1cccnc1)N1C=C(S(=O)(=O)N3CCCCC3)C=CC1=N2 (stereo unspecified)
  -3% | -5% | -8% | -8% | -15% | 11% | -1% | ?
COc1ccc(NC(=O)COC(=O)CCCOc2ccc(Cl)cc2Cl)cc1
  2% | 1% | ? | 9% | 0% | -7% | 10% | -17%
COc1cccc(CNC(=O)Nc2cccs2)c1
  -3% | -3% | -18% | -7% | ? | -1% | 6% | ?
CCOC(=O)C(NC(=O)NCc1ccccc1)(OCC)C(F)(F)F (stereo unspecified)
  -1% | -3% | 0% | 7% | 8% | 5% | -5% | -2%
Cc1ccc2nc(Cl)c3cc(C(=O)NC4CCCCC4)sc3c2c1
  0% | -1% | -3% | · | · | 3% | · | 4%
COc1ccc(-n2cnnc2SCCC#N)cc1
  -10% | -1% | -4% | -8% | ? | -5% | 20% | -2%
COc1ccc(OC(C)c2nnc(N)s2)cc1 (stereo unspecified)
  -6%[53 µM] | 0%[53 µM] | 0% | 9% | ? | -2% | -3% | -1%
CCC(C(=O)NCc1ccco1)N(Cc1cccs1)C(=O)CNS(=O)(=O)c1ccccc1 (stereo unspecified)
  0% | 2% | -4% | · | ? | 1% | 1% | 7%
O=C(NCc1ccccc1Cl)C1CCN(S(=O)(=O)c2ccc(F)cc2)CC1
  0%[53 µM] | 2%[53 µM] | -5% | 8% | -7% | -6% | -2% | 1%
COc1ccc(N2CCN(C(=O)CSc3nc(-c4ccc(C(C)C)cc4)no3)CC2)cc1
  2% | -2% | -16% | · | · | 4% | · | ?
Oc1ccc2ccccc2c1/C=N/Nc1nnc(-c2ncc[nH]2)c2ccccc12
  11% | -3% | 8.9µM*[quencher] | · | 2% | ? | 6% | 4µM*
CC(C)n1c2ccccc2c2nnc(SCC(=O)Nc3ccccc3C(=O)O)nc21
  1% | -1% | 3% | · | ? | 1% | 5% | 8%
CCOC(=O)c1cc(C#N)c(=S)[nH]c1C
  -2% | -7% | -8% | 4% | 3.5µM* | ? | 2% | -18%
CCn1c(=O)cc(SCC(=O)N2CCN(c3ccccc3OC)CC2)c2ccccc21
  0% | 1% | -28% | -4% | 0% | 2% | -12% | ?
Cc1cccc(CSc2cccc3cccnc23)c1
  8% | 0% | -14% | ? | ? | -2% | 6% | -20%
COc1ccc(CCC(=O)NCc2ccc3c(c2)CCN3C(=O)c2ccc(Cl)cc2)cc1
  4% | -2% | 4% | · | · | -8% | · | 9%
CCNc1ccc(C(=O)OCC(=O)c2cc(C)n(Cc3ccc4c(c3)OCO4)c2C)cc1[N+](=O)[O-]
  5% | 1% | -27% | -10% | 5% | -2% | 8% | ?
CN(C)[C@@H]1CCC[C@@H]1OC(=O)C(c1ccccc1)c1ccccc1
  5% | 1% | 9% | -1% | 12% | 0% | -7% | 13%
COc1ccc(-c2cnnc(N/N=C/c3ccc(OC)c(OC)c3)n2)cc1
  6% | 2% | -2% | -12% | 17% | 0% | 5% | 1%
CCOc1cc(NC(=O)c2ccccc2[N+](=O)[O-])c(OCC)cc1NC(=O)CC(C)C
  -4% | -1% | -1% | 9% | 11% | 7% | -3% | -5%
CC(C)c1ccc2oc(-c3ccc(Cl)c(NC(=O)Cc4ccccc4)c3)nc2c1
  2% | 0% | -8% | · | · | ? | · | 2%
CNC(=O)c1c(NC(=O)/C=C/c2ccccc2)sc2c1CCC2
  1% | -3% | ? | · | · | -2% | · | 14µM*
O=C1CCC(=O)N1c1ccc(-c2nc3ccccc3s2)cc1
  3% | -5% | 1% | 4%[11.4 µM] | 0% | 3% | 2% | 1%
C=CCNC(=O)N[C@@H](CCSC)C(=O)OC
  4% | -1% | -4% | 0% | 3% | -4% | -1% | -8%
c1ccc2cc3c(NCCN4CCOCC4)ccnc3cc2c1
  5% | -1% | 6% | ? | 8% | -1% | -1% | 8%
COc1ccc(C(=O)N2CCc3cc(OC)c(OC)cc3C2COc2ccc3c(C)cc(=O)oc3c2)c(OC)c1 (stereo unspecified)
  -11% | 1% | -5% | · | · | 6% | · | 1%
CN(C(=O)CC(=O)Nc1ccc2nc3n(c(=O)c2c1)CCCCC3)c1ccccc1F
  8% | -4% | -10% | · | · | -10% | · | -6%
CCc1nc2ccccc2n2c(-c3ccc(C)cc3)c3c(=O)n(C)c(=O)n(C)c3c12
  -5% | -18% | -8% | · | · | -5% | · | ?
C=CCNC(=O)c1ccc(Sc2ccc(C)cc2)c([N+](=O)[O-])c1
  -8% | -2% | -18% | -2% | 6% | -16% | -4% | -4%

# Some entries already given, limited to TRb SRC2 PPI.
Compound	TRb SRC2 PPI
COc1ccc(C(=O)N2CCc3cc(OC)c(OC)cc3C2COc2ccc3c(C)cc(=O)oc3c2)c(OC)c1 (stereo unspecified)	-11%
CCc1nc2ccccc2n2c(-c3ccc(C)cc3)c3c(=O)n(C)c(=O)n(C)c3c12	-5%
CC(C)n1c2ccccc2c2nnc(SCC(=O)Nc3ccccc3C(=O)O)nc21	1%

# The list goes on.
# Abbreviations: A = TRb SRC2 PPI; B = TR SRC2 fluor cs; C = Tau fluor counter; D = L3MBTL1 block; E = ALDH1A1 inh; F = Tau FP inhib; G = GLA spleen mod; H = Tau ThT inhib
O=C(NC1CCCCC1)c1ccc(CSc2nc3cccnc3n2Cc2ccccc2F)cc1
  A: 3%	B: 10%	C: -15%	D: ·	E: ·	F: 0%	G: ·	H: -1%
O=C(/C=C/c1cn(CC(O)CN2CCOCC2)c2ccccc12)c1cccs1 (stereo unspecified)
  A: 5%	B: -5%	C: ?	D: 12%	E: ·	F: 6%	G: 3%	H: 14µM*
COC(=O)c1ccc(NC(=O)CN2C(=O)CC(c3ccccc3)Sc3ccccc32)cc1 (stereo unspecified)
  A: 4%	B: -11%	C: -19%	D: ·	E: ·	F: ?	G: ·	H: 12%
CCN(CC)S(=O)(=O)c1nnc(NC(=O)c2ccc(C(C)C)cc2)s1
  A: -9%	B: -4%	C: ?	D: ·	E: ·	F: -23%	G: ·	H: ?
Clc1ccc(-c2nnc(CCc3ccccc3)o2)c(Cl)c1
  A: -11%	B: 0%	C: -11%	D: 40%[activator]	E: -2%	F: 0%	G: -13%	H: -18%
Cc1cc(C)c(S(=O)(=O)c2ccccc2)c(N2CCOCC2)n1
  A: 1%	B: 0%	C: 4%	D: 35%[activator]	E: 0%	F: -3%	G: 5%	H: -6%
CN1C(=S)NC(C)(C)CC1(C)c1ccc(O)cc1O (stereo unspecified)
  A: 4%	B: -3%	C: -3%	D: 2%	E: 9%	F: -5%	G: -2%	H: -4%
Cc1cc(C)c2c3c(sc2n1)C(=O)N(c1ccccc1)CC(=O)N3
  A: -4%	B: -1%	C: -9%	D: 3%	E: ·	F: -2%	G: 5%	H: -7%
COCCN(C)C(=O)CCc1nnc(Cc2ccc(-c3ccccc3)cc2)o1
  A: -2%	B: 0%	C: -9%	D: 9%	E: -5%	F: -1%	G: 3%	H: -5%
C=CCOc1cccc(CNc2cccc(C(=O)O)c2)c1
  A: 6%	B: -3%	C: -1%	D: 4%	E: ·	F: -1%	G: 1%	H: -2%
CCn1nnc(NC(=O)C(C)Oc2ccc(Cl)cc2Cl)n1 (stereo unspecified)
  A: 12%	B: 1%	C: -11%	D: -1%	E: 5%	F: 3%	G: 1%	H: -9%
COC(=O)c1c(NC(=O)c2cnccn2)sc2c1CCC2
  A: 15%	B: 0%	C: -14%	D: ·	E: -8%	F: 7%	G: 4%	H: ?

# In the list so far, 4 contain a cyano group.
# Abbreviations: A = TRb SRC2 PPI; B = TR SRC2 fluor cs; C = Tau fluor counter; D = L3MBTL1 block; E = ALDH1A1 inh; F = Tau FP inhib; G = GLA spleen mod; H = Tau ThT inhib
COc1ccc(NC(=O)c2cccc(C#N)c2)cc1NS(=O)(=O)c1ccc(F)cc1
  A: -7%	B: 0%	C: -18%	D: 1%	E: ?	F: 1%	G: 11%	H: -6%
N#Cc1ccc(/C=C/C(=O)c2ccccc2)cc1
  A: -6%	B: -2%	C: -11%	D: ?	E: 8.9µM*	F: -5%	G: -1%	H: ?
COc1ccc(-n2cnnc2SCCC#N)cc1
  A: -10%	B: -1%	C: -4%	D: -8%	E: ?	F: -5%	G: 20%	H: -2%
CCOC(=O)c1cc(C#N)c(=S)[nH]c1C
  A: -2%	B: -7%	C: -8%	D: 4%	E: 3.5µM*	F: ?	G: 2%	H: -18%
